ROMK primary: modulators of human ROMK potassium channel; P48048; B-score at 10 µM; 2% of 130,000 active; Tet-inducible ROMK, thallium flux fluorescence; actives lie on both sides;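 active = signal ratio slope over the read window, or its plate-corrected B-score, at least 3 SD from the plate mean, either direction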;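 also: B-score of the F/F0 ratio slope over 7 to 12 s after thallium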
Target sequence (P48048 whole entry, looked up): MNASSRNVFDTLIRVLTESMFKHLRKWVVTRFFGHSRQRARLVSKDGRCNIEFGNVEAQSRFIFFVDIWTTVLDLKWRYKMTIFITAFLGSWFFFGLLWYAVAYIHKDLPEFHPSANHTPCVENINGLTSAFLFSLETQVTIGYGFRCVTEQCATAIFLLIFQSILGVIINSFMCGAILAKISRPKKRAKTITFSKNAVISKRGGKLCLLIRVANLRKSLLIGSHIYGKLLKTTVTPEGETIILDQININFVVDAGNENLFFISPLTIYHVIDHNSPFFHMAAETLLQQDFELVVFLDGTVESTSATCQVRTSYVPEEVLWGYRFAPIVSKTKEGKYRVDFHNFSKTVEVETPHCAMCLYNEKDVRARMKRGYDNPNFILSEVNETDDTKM
STAT3 inh: STAT3 signaling inhibition | U3A cells, IL-6 STAT3-luciferase reporter, luminescence; host cell line lacks STAT1 | inhibition, % at 5.5 µM | 0.89% of 190,000 active | AID 862;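 active = inhibition above the mean inhibition across all screened compounds plus 3 SD, cut at about 44% in these data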;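 also: 0% = DMSO only wells and 100% = 100 µM nifuroxazide control wells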
PPARg SRC-3 ag: agonists of human PPARgamma SRC-3 coactivator recruitment | biochemical PPARgamma/SRC-3 coactivator recruitment assay | activation, % at 8 µM | 0.26% of 200,000 active; in the data active = activation above about 23%;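 also: 0% = DMSO and 100% = reference agonist; some compounds past the cut are filed as inactive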
PPARg SRC-2 ag: promotes SRC-2 coactivator recruitment by human PPARgamma; P37231; PPARgamma LBD-SRC-2 recruitment, biochemical; activation, % at 8 µM; 0.34% of 200,000 active; in the data active = activation above about 22%;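 also: 0% = vehicle and 100% = reference agonist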
PPARg SRC1 recr: promotes SRC-1 coactivator recruitment by human PPARgamma. PPARgamma-SRC-1 coactivator recruitment biochemical assay. 0.41% of 200,000 active. activation, % at 8 µM. AID 631; in the data active = activation above about 19%;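 also: 0% = DMSO and 100% = reference agonist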
TLR4 MyD88 comp: blocks binding of human TLR4 to MyD88. O00206+Q99836. HeLa CL3-4 TLR4/MyD88 BLA complementation, FRET ratio. inhibition, % at 8.4 µM. 0.18% of 200,000 active; in the data active = inhibition above about 25%;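 also: 0% = vehicle and 100% = reference inhibitor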
S1P3 antag: antagonists of human S1P3 receptor; CHO S1P3 NFAT-BLA reporter, FRET fluorescence, antagonist mode; Q99500; 0.27% of 170,000 active; inhibition, % at 4.98 µM;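 active = inhibition above the plate cutoff, the mean inhibition of test wells on that plate plus 3 SD, cut at about 28% in these data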;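 also: cells challenged with S1P at its EC80 of 0.8 µM; blue over green emission ratio from cleaved BLA substrate after 4 h stimulation; 0% = S1P-stimulated wells and 100% = unstimulated DMSO-only wells; some compounds past the cut are filed as inactive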
Target sequence (Q99500 whole entry, looked up): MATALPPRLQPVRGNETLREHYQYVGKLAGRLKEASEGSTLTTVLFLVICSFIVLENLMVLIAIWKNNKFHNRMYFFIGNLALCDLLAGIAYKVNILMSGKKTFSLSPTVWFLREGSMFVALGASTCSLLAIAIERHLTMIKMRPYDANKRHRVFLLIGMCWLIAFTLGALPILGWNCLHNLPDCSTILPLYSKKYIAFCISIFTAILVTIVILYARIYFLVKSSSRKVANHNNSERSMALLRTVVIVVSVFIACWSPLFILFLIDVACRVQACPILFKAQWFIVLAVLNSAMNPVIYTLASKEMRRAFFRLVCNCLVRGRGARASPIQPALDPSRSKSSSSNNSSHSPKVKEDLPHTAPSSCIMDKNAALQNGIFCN
SRC2 TRFRET art: counter-screen for PPARgamma SRC-2 recruitment agonists: TR-FRET artefact; 0.4% of 200,000 active; TR-FRET ratio at 8 µM; hits give high values; AID 1049; in the data active = TR-FRET ratio above about 2000; also: inactives centre near 1500
STAT1 inh: reduces IFN-gamma driven STAT1 reporter signal; NIH 3T3 STAT1-luciferase reporter, luminescence; inhibition, % at 5.5 µM; 0.35% of 200,000 active; AID 920;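 active = inhibition above a set limit, the mean inhibition across all tested compounds plus 3 SD, cut at about 34% in these data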;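 also: 0% = IFN-gamma with DMSO and 100% = IFN-gamma with 300 µM nifuroxazide; values of inactives mirror those of a sister screen read the other way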
STAT3 activator: activators of IL-6 induced STAT3 signaling; 0.91% of 190,000 active; activation (% of control), % at 5.6 µM; U3A cells, IL-6 STAT3-luciferase reporter, luminescence; 100% = signal with IL-6 EC80 alone;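 active = activation above the screen-wide mean of compound activation plus 3 SD, cut at about 130% in these data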;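 also: 0% = background luminescence of wells with medium and substrate only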
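Material: STAT1-lacking human U3A cells, STAT3 luciferase reporter | Benchmarks: IL-6-only wells as 100% reference | Probe or stimulus: IL-6 (33 ng/mL) | Timing: Compound 1 h, then IL-6 6 h at 37 °C | Detection: Luminescence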
RAM inhibit: inhibitors of the yeast RAM network | S. cerevisiae dse1pr::URA3 reporter, 5-FOA growth OD615, 2 d; analog-sensitive cbk1-as2 kinase mutant strain | inhibition, % at 50 µM | 1.8% of 190,000 active | AID 868;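 active = inhibition above a set limit, 3 SD over mean compound inhibition, cut at about 8.4% in these data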;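 also: 0% = DMSO-only wells with no growth and 100% = 10 µM 1-NA-PP1 full growth; inhibition rescues growth on 5-FOA so higher OD means more RAM inhibition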
* hit, by the source's call; · = no result given.

no.	SMILES	ROMK primary	STAT3 inh	PPARg SRC-3 ag	PPARg SRC-2 ag	PPARg SRC1 recr	TLR4 MyD88 comp	S1P3 antag	SRC2 TRFRET art	STAT1 inh	STAT3 activator	RAM inhibit
1	C=CCn1c(SCc2cccc3ccccc23)nnc1-c1cccnc1	·	4	8	-1	9	-1	·	1492	0	100	-1.1
2	COc1ccc(OC)c(C2=NOC(C(=O)NCc3ccccn3)C2)c1 (stereo unspecified)	·	0	-6	2	-2	2	3	1472	-1	105	0.0
3	O=C(CSc1nnc2ccccn12)NCc1cccs1	·	2	-3	4	2	9	1	1509	-5	104	0.8
4	CS(=O)(=O)N(CC(O)CON=C1c2ccccc2-c2ccccc21)c1ccc(F)cc1 (stereo unspecified)	-0.6	11	-3	5	7	7	·	1492	17	96	2.8
5	CCOc1ccc(N=C(NC#N)SC)cc1	-1.7	9	5	2	4	0	-2	1510	3	100	1.8
6	CC(=O)Nc1ccc(S(=O)(=O)Nc2nccc(/C=C/c3ccccc3F)n2)cc1	0.47	11	4	6	-1	5	-7	1556	0	93	5.7
7	O=C(COC(=O)C1(c2ccccc2F)CCCC1)NCc1cccs1	-0.84	0	-2	6	16	-7	-13	1657	19	101	0.6
8	CC12CN3CC(C)(CN(C1)C3c1ccc(Cl)cc1Cl)C2=O (stereo unspecified)	·	1	13	8	2	-6	-37	1735	2	104	-0.1
9	Cc1ccc(S(=O)(=O)N2CCOCC2)cc1NC(=O)COC(=O)c1ccc2c(c1)OCO2	1.1	-3	4	5	2	1	-18	1580	3	106	-0.1
10	CCOC(=O)c1c(C)[nH]c(C(=O)COC(=O)/C=C/c2ccc(OCC#N)c(OC)c2)c1C	0.76	4	0	9	9	10	12	1639	6	100	5.4
11	C=CCc1cccc2cc(C(=O)NNC(=O)c3ccncc3)c(=O)oc12	-1.8	24	4	6	8	-5	-1	1672	-12	82	4.9
12	CCCN1C(=O)/C(=C/c2cc(C)n(C)c2C)SC1=Nc1ccc(OCC)cc1	·	7	3	-4	9	-1	·	1660	6	99	2.8
13	Cc1c(C(N)=O)sc2ncn(CCOc3ccccc3)c(=O)c12	1.3	5	-2	0	-5	-17	14	1589	-18	103	2.8
14	COc1ccc(/C=N/NC(=O)C(N)=O)c(OC)c1OC	-0.029	17	-1	0	15	-3	-9	1713	2	89	2.5
15	COc1cccc(C(C(=O)NC2CCCCC2)N(CC2CCCO2)C(=O)CNC(=O)c2ccco2)c1 (stereo unspecified)	·	4	6	3	-1	-5	·	1409	0	100	6.8
16	CC(C)Nc1nc(NC(C)C)nc(N(C)N)n1	0.032	-5	-4	-3	-2	-2	·	1456	-1	107	-0.1
17	Cc1ccc2c(c1)N(C(=O)CCC(=O)N1CCc3ccccc3C1)CCO2	0.19	5	-10	-3	-1	0	10	1490	5	99	1.2
18	CC(C)Cc1ccc(C(C)C(=O)Nc2ccc(O)cc2)cc1 (stereo unspecified)	-0.12	14	-2	-2	4	-22	16	1507	9	93	-1.2
19	C=CCn1c(SCC(=O)Nc2ccc3c(c2)CCC3)nnc1-c1cccs1	-0.36	11	0	-2	0	-1	3	1827	9	94	4.1
20	Cc1cccc(-n2c(-c3ccco3)n[nH]c2=S)c1	0.34	-4	23*	28*	25*	-1	5	2124*	2	108	0.1
21	CCOC(=O)N1CCC(N2Cc3cccc(C(=O)Nc4cc(F)ccc4F)c3C2=O)CC1	·	22	-3	-6	1	-12	20	1529	-4	89	2.8
22	Cc1cc2cc(CNC(=S)Nc3ccc(OC(F)(F)F)cc3)ccc2[nH]1	0.35	-3	8	-1	2	6	4	1424	-3	102	3.6
23	Clc1ccccc1CN(Cc1ccccc1)C(c1cccs1)c1nnnn1C1CCCC1 (stereo unspecified)	-0.28	0	6	0	-3	-4	·	1727	-1	100	5.6
24	O=C(COC(=O)CCC(=O)c1cccs1)NCc1ccco1	·	2	-3	3	-7	3	-28	1510	8	102	-0.6
25	COc1ccc(CCCc2nnc(SCC(=O)Nc3nccs3)n2C)cc1C	-0.51	9	1	11	-1	7	-5	1618	7	96	3.0
26	O=C(CCc1ccccc1)NC(=S)NCc1ccco1	-0.85	-2	-2	5	5	8	1	1588	-3	107	2.7
27	O=c1[nH]c2ccc(NC(=S)Nc3ccccc3Cl)cc2[nH]1	0.036	-2	-5	5	0	0	·	1459	4	100	0.9
28	CCN(CC)c1cc(Oc2ccccc2)ncn1	-1.6	-9	12	11	-2	-3	·	1587	-12	110	0.6
29	O=C(NCc1ccco1)c1n[nH]c(=O)c2ccccc12	0.61	0	4	1	-2	-6	·	1440	-6	100	0.7
30	Cc1cc(NC(=O)CN2CCN(C)CC2)no1	-0.83	7	2	-3	7	-2	-30	1646	3	96	0.4
31	O=C(NCCc1ccccc1)c1nc2c(nnn2Cc2ccccc2Cl)c(=O)[nH]1	·	-38	0	7	4	2	-4	1454	-7	133*	2.6
32	O=C(NCc1cccs1)C1CCN(S(=O)(=O)c2ccc(Br)s2)CC1	0.037	-3	6	6	3	0	·	1635	1	103	0.7
33	COc1ccc(C(=O)CSc2nnc(-c3ccco3)c(-c3ccco3)n2)cc1	-0.81	16	4	4	3	-2	-21	1686	5	91	1.3
34	CCC(=O)Nc1ccc(F)c(Cl)c1	-1.5	-3	3	-9	2	-14	-27	1414	2	106	1.3
35	Cc1nc2c([nH]1)C1(CCN(Cc3ccccc3)CC1)C(C#N)=C(N)O2	·	10	8	6	6	-8	-19	1679	0	96	2.8
36	Cc1nc2cc(-c3ccccc3)nn2c(C)c1CCC(=O)NCc1ccco1	·	32	8	-1	1	5	·	1677	8	80	2.9

Given in transposed form: part of the list above
[29] O=C(NCc1ccco1)c1n[nH]c(=O)c2ccccc12
[30] Cc1cc(NC(=O)CN2CCN(C)CC2)no1

entry no.	29	30
ROMK primary	0.61	-0.83
STAT3 inh	0	7
PPARg SRC-3 ag	4	2
PPARg SRC-2 ag	1	-3
PPARg SRC1 recr	-2	7
TLR4 MyD88 comp	-6	-2
S1P3 antag	·	-30
SRC2 TRFRET art	1440	1646
STAT1 inh	-6	3
STAT3 activator	100	96
RAM inhibit	0.7	0.4

The listing continues:
no.	SMILES	ROMK primary	STAT3 inh	PPARg SRC-3 ag	PPARg SRC-2 ag	PPARg SRC1 recr	TLR4 MyD88 comp	S1P3 antag	SRC2 TRFRET art	STAT1 inh	STAT3 activator	RAM inhibit
37	O=S(=O)(c1ccccc1)N1CCN(c2ncnc3sc(-c4ccccc4)cc23)CC1	·	6	-1	4	5	-5	5	1511	-7	103	3.5
38	COC(=O)c1ccccc1NC(=O)C1CCN(C(=O)c2ccc(OC)cc2)CC1	·	14	1	-4	7	-14	·	1577	3	92	1.4
39	COc1ccc(CNC(=O)c2c(C)nc3ccccn23)cc1	-1.2	24	-8	6	3	-20	·	1529	16	81	1.2
40	O=C(Nc1ccccc1Cl)N1CCN(C/C=C/c2ccccc2)CC1	-0.12	8	1	2	3	-5	-10	1846	16	96	3.9
41	Cc1ccc(C=Nc2ccccc2C(N)=O)o1	0.13	3	1	1	-3	1	-12	1457	-39	97	0.9
42	CCCCn1c(SCC(=O)/C(C#N)=C(\C)N)nc2ccccc2c1=O	3*	1	6	1	2	7	1	1483	5	99	3.1
43	COc1ccc(C(=O)Nc2c(Cl)cc(Cl)cc2C(=O)N2CCC(C)CC2)cc1	-0.49	-2	-2	0	-12	-10	-17	1424	6	100	0.0
44	Cc1ccc(OCc2n[nH]c(=S)n2-c2ccc(C)cc2)cc1	-0.017	8	1	5	-5	13	20	1504	-11	99	3.2
45	COc1ccc(OC)c(/C=C(\NC(=O)c2ccccc2)C(=O)N/N=C/c2ccc(C)s2)c1	0.96	8	10	9	6	2	·	1512	5	99	1.0
46	COc1ccc(NC(=O)c2cccnc2SC)cc1OC	0.17	4	-3	2	-6	9	-6	1470	-4	101	1.6
47	Cc1ccc(C(C#N)c2ccc(C(=O)c3ccc(F)cc3)cc2)cc1 (stereo unspecified)	-1.5	37	-6	-1	3	10	·	1542	12	72	5.0
48	Cn1c(=O)[nH]c(NC2CCCCC2)c([N+](=O)[O-])c1=O	1.1	12	2	-13	3	4	8	1377	3	92	-0.8
49	COc1ccc(/C=C(\C#N)C(=O)OCC(=O)NCc2ccccc2)cc1	-0.02	8	0	5	7	13	-7	1645	9	92	2.5
50	CCCNC(=O)/C=C/C(=O)O	1.4	22	-9	-14	1	-15	-3	1263	-7	88	0.4
51	COC(=O)C1=C(C)NC2=C(C(=O)CCC2)C1c1cccc(C)n1 (stereo unspecified)	0.54	8	-2	-2	-13	-11	6	1535	6	97	2.0
52	CCN(CC)S(=O)(=O)c1ccc2oc(C(=O)Nc3ccc(OC)cc3OC)c(C)c2c1	·	26	-10	13	19*	0	20	1691	-1	81	3.5
53	COc1cc(CC(=O)OCn2nnc3ccccc3c2=O)cc(OC)c1OC	0.31	7	0	2	3	10	-17	1786	10	100	0.6
54	O=C(NC1CCCCC1)C1c2ccccc2C(=O)N1Cc1ccco1 (stereo unspecified)	-0.11	0	-5	-3	0	-1	1	1451	-6	102	1.4
55	NS(=O)(=O)c1ccc(S(=O)(=O)N(Cc2ccccc2F)CC2CCCO2)cc1 (stereo unspecified)	·	12	-15	0	-6	1	9	1547	1	98	0.2
56	CCOC(=O)CC1C(=O)NCCN1C(=O)c1ccc(F)cc1F (stereo unspecified)	-0.47	-4	6	7	4	-11	·	1403	-4	107	-1.1
57	Cc1cccc(C(=O)Nc2sc(C)c(-c3ccccc3)c2C#N)c1	0.26	11	0	4	-3	-6	·	1735	-36	94	3.6
58	Cc1ccc(N(CC(=O)Nc2ccc(C)cn2)S(=O)(=O)c2c(C)nn(C)c2C)cc1	·	6	14	2	2	14	18	1531	3	101	2.2
59	Cn1c(N)c(C(=O)COC(=O)C23CC4CC(CC(C4)C2)C3)c(=O)n(C)c1=O	0.6	4	1	6	2	-7	·	1503	-3	102	-0.2
60	Cc1c(NC(=O)CN2C(=O)c3ccccc3S2(=O)=O)c(=O)n(-c2ccccc2)n1C	1.2	-3	4	3	4	9	-6	1473	-1	105	1.6
61	CC(=O)N1CCN(CC(=O)Nc2cccc(S(=O)(=O)N3CCCCCC3)c2)CC1	0.39	2	0	3	5	5	2	1515	7	100	0.1
62	CCC(=O)c1ccc(OCC(=O)NCC2(N3CCCCC3)CCCCC2)cc1	1.1	1	-3	-4	-7	-5	-15	1535	3	101	1.2
63	C[C@H](C(=O)C=[N+]=[N-])N1C(=O)c2ccccc2C1=O	·	6	8	8	2	-11	-3	1507	3	95	1.1
64	CCOC(=O)c1c(NC(=S)NC(=O)c2ccco2)sc2c1CCCC2	-0.062	-11	13	12	5	-5	·	1669	13	110	4.5
65	Cc1cccc(NC(=O)C2=C(O)c3ccccc3N(C)S2(=O)=O)c1	·	-60	-3	-5	-8	-5	·	1670	1	155*	1.1
66	CCOC(=O)C1=C(N)Oc2c(oc(CO)cc2=O)C1c1ccc(F)cc1 (stereo unspecified)	·	5	-5	-7	1	14	·	1348	-6	97	2.4
67	O=C1CC(c2cccs2)c2ccc3ccccc3c2N1 (stereo unspecified)	0.39	-1	0	-1	-5	3	3	1561	-9	112	2.4

Screening results as filed in PubChem.
